# High-throughput results (PubChem)
# hiPSC survival: enhancers of single-cell hiPSC survival, primary screen, ATPlite luminescence; 100% = ROCK inhibitor wells, 0% = DMSO; survival enhancement, % at 20 µM; 360,000 compounds, 0.044% hits; AID 602274, 2012; in the data active = survival enhancement above about 18%;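 also: cells exposed to compounds for 16 hours before the ATP read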
# NR2E3 ag-1: NR2E3 agonists in two-hybrid cells, primary screen, cell-based, luminescence, CHO-S, Gal4-NCOR/VP16-NR2E3. luciferase. inhibition of corepressor binding, % at 3.98 µM. 360,000 compounds, 0.35% hits. AID 602229, 2012;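 active = inhibition above the mean of all tested compounds plus 3 SD, cut at about 70% in these data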;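 also: 0% = DMSO with NR2E3 transfected cells and 100% = cells lacking NR2E3 construct; higher means lower luciferase signal from less NR2E3 corepressor binding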
# Target sequence (Q9Y5X4 whole entry, looked up, the tested form may be a part): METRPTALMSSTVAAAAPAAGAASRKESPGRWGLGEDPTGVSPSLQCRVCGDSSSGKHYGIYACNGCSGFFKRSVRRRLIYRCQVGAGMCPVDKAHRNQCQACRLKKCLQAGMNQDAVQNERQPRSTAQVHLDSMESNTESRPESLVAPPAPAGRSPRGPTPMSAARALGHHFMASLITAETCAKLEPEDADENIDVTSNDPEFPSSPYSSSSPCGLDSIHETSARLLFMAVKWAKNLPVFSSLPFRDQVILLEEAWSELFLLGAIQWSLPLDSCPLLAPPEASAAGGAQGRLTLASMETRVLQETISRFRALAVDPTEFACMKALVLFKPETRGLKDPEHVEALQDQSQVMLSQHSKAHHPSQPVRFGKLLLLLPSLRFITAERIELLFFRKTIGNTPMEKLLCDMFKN
# Shn3 inh set2: reduction of Shn3 3'UTR firefly luciferase signal, primary screen, Schnurri-3 inhibitor project, cell-based, Clone20 osteoblasts, set 2 | Clone20 osteoblast Shn3 3'UTR firefly luciferase, 24 h | inhibition, % at 12.5 µM | 360,000 compounds, 0.52% hits;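 active = mean inhibition of at least 75% with every replicate also reaching 75%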;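 also: 0% = median of neutral control wells and 100% = pilot-screen positive control compound; some compounds past the cut are filed as inactive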
# Peg3 promoter: Peg3 promoter-driven luciferase inhibitors, primary screen, cell-based, HeLa, luciferase luminescence; HeLa PEG-Prom luciferase reporter, overnight; inhibition, % at 20 µM; 360,000 compounds, 1.7% hits; AID 588405, 2011;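 active = inhibition of at least 50% at 20 µM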
# NR2E3 ag-2: inhibitors of NR2E3-RetCOR corepressor binding, primary screen, NR2E3 agonist project, biochemical, TR-FRET, GST-NR2E3, biotin-RetCOR; 320,000 compounds, 0.12% hits; 1536-well; inhibition of corepressor binding, % at 4.78 µM; Photoreceptor-specific nuclear receptor (Homo sapiens), Q9Y5X4; AID 2300, 2010;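 active = percent inhibition above the cutoff of mean plus 3 SD of all tested compounds, set per screening campaign, cut at about 20% in these data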;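 also: 0% = DMSO wells and 100% = biotin wells as full block of FRET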
#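 System: GST-tagged NR2E3 plus biotinylated RetCOR corepressor; Amount: 1.35 nM GST-tagged NR2E3 final; Dosing: single nominal compound dose of 4.8 µM; Schedule: 5 h incubation at 4 °C; Technique: TR-FRET with europium anti-GST and streptavidin-D2, 340 nm excitation; Controls: biotin wells as high control, 0.6% DMSO wells as low control.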
# LMP1 NFkB inh: EBV LMP1-driven NF-kappaB luciferase reporter inhibitors, primary screen, cell-based, luminescence, single point. LMP1-induced NF-kappaB luciferase reporter cells. inhibition, % at 12.5 µM. 350,000 compounds, 0.69% hits. AID 504558, 2011; in the data active = inhibition above about 41%;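 also: 0% = neutral control wells and 100% = reference inhibitor control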
# C8 TRAIL sens: viability loss with TRAIL in NB7+C8 cells, primary screen, TRAIL sensitizer project, cell-based, ATPlite luminescence | 360,000 compounds, 1% hits | AID 624354, 2012 | inhibition (viability loss, TRAIL sensitization), % at 10 µM;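 active = compounds causing at least 50% loss of cell viability in the single-dose screen, relative to plate controls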
# KKLEB tox: cytotoxicity in KKLEB CF airway cells, primary screen, cytotoxicity control for CF NF-kB inhibitor project, cell-based, uHTS, fluorescence assay plates; activity change (cytotoxicity), % at 5 µM; KKLEB CF airway cells viability, ATPlite luminescence, overnight; stronger effect = lower value; cells stimulated with P. aeruginosa culture filtrate; 360,000 compounds, 0.36% hits;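 active = corrected activity change at or below -50% at 5 µM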
# CF NFkB inh: inhibitors of PAF-induced NF-kB signaling, primary screen, cell-based, GFP fluorescence, uHTS | KKLEB NF-kB-GFP reporter, GFP fluorescence overnight | inhibition, % at 5 µM | 360,000 compounds, 0.86% hits | AID 588850, 2011;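 active = at least 50% inhibition at 5 µM, scaled per plate between neutral and stimulator controls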;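 also: PAF is a Pseudomonas aeruginosa culture filtrate used as stimulus; plate controls were PAF-stimulated DMSO wells for no effect and unstimulated DMSO wells for full effect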
# HIF-2a block: HIF-2a reporter inhibitors, primary screen, luminescence, 786-0 RCC cells; 786-0 RCC cells HIF-2a reporter, luciferase luminescence, overnight; inhibition, % at 18.8 µM; 360,000 compounds, 0.72% hits;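 active = inhibition of the luminescence signal of 40% or more relative to plate controls, in a single-dose primary screen at 18.75 µM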
# TRPM1 prom inh: inhibitors of MITF-dependent TRPM1 promoter reporter, primary screen, cell-based, SK-MEL-5, single point, luciferase. SK-MEL-5 TRPM1 promoter luciferase, 24 h. inhibition, % at 12.5 µM. 330,000 compounds, 0.83% hits;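 active = mean inhibition across replicates of 60% or more, whatever share of single replicates reaches that level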; also: values of inactives mirror those of a sister screen read the other way
# * hit, by the source's call; / = no result given.
# Every second line gives: NR2E3 ag-2	KKLEB tox	HIF-2a block	Shn3 inh set2	Peg3 promoter	CF NFkB inh	C8 TRAIL sens	TRPM1 prom inh	NR2E3 ag-1	LMP1 NFkB inh	hiPSC survival
- CC(=O)Nc1nc2nc(-c3ccccc3)cc(-c3ccccc3)n2n1
 : 1.6	-0.5	14.5	-1.4	-3.1	-8.0	-6.2	-11.9	8.9	-39.5	-1.1
- COc1c2ccoc2c(OC[C@@H](O)C(C)(C)O)c2oc(=O)ccc12
 : -0.6	13.3	-8.8	-5.1	-6.8	-10.6	-15.8	-3.1	-40.1	-5.7	5.7
- CCOCCOC(=O)c1ccc(NC(=O)c2cc3ccccc3o2)cc1
 : /	7.8	-53.2	-25.1	-80.6	-12.0	13.1	-31.7	-45.0	-9.5	-0.4
- Cn1cncc1C#Cc1ccc2c(=O)c3ccccc3oc2c1
 : /	4.1	-269.7	-150.6	-241.7	-22.3	10.6	-66.5	-54.7	-30.4	-0.3
- COc1ccc(C(=O)N2CCN=C2SC)cc1
 : 6.6	7.0	-1.5	-11.2	-3.4	14.3	3.7	2.7	-11.0	3.6	-0.7
- O=C(CCNS(=O)(=O)c1c(Cl)cccc1Cl)N1CCCC1
 : 3.0	2.4	2.8	10.6	11.8	-17.3	-17.3	1.7	10.5	-1.4	-0.5
- c1cc(CNCC2CCCO2)ccn1 (centres undefined)
 : 1.7	-2.1	13.9	3.6	9.0	-1.9	8.0	9.4	16.5	-0.1	-0.1
- COc1cc(C(=O)NNC(=O)c2ccoc2C)cc(OC)c1OC
 : -1.9	11.5	17.7	-3.7	1.4	-8.8	1.3	1.3	-19.9	5.4	6.2
- Cc1cccc(NC2SC(=O)N(c3ccccc3)C2=O)c1 (centres undefined)
 : 1.6	-1.2	-130.6	-52.9	-66.5	8.0	-4.3	2.1	-24.4	-21.9	-3.1
- CCC1CCCCN1CCCNC(=O)CC1Oc2ccc(C)cc2NC1=O (centres undefined)
 : -1.8	-15.5	7.3	-4.0	-2.1	1.2	-1.3	1.2	-12.4	-13.6	-1.7
- CCCN1CCN(CCCNC(=O)c2cc3c(=O)[nH]c4ccccc4c3s2)CC1
 : -1.9	6.3	0.1	13.9	-4.1	-3.9	27.3	-7.8	-2.7	-9.9	-0.8
- Cc1cccc(NC(=O)C2CCN(S(=O)(=O)c3ccc4ccccc4c3)CC2)n1
 : -0.7	0.7	5.4	7.3	13.2	4.2	10.2	17.9	1.7	18.5	-0.4
- COC(=O)Cn1c(CCC(=O)O)ccc1-c1ccccc1
 : 1.1	-9.8	12.4	-19.2	1.6	-4.3	-1.4	2.7	-1.3	4.7	0.5
- CSc1nc2ccccc2n1Cc1cccc(F)c1
 : 0.5	-0.3	-2.9	13.3	7.4	-9.3	2.4	-0.1	-29.5	-12.9	0.3
- O=C1c2cccc3c(N4CCCCC4)ccc(c23)C(=O)N1c1ccccc1O
 : 4.2	5.9	-48.5	21.3	-13.2	-15.3	-1.7	-1.7	5.0	0.7	4.2
- COc1cc(F)ccc1-c1csc(C(O)(c2ccccc2)C(F)(F)F)n1 (centres undefined)
 : /	-7.0	20.0	1.7	38.6	40.3	9.6	/	-40.4	/	-1.3
- Cc1cccc(OCC(=O)NCC(=O)N/N=C/c2cccs2)c1
 : -0.6	-1.1	1.4	-19.4	-5.2	-2.5	-2.9	-4.5	-19.3	4.7	0.6
- N#Cc1c(N)nc(SCc2ccccn2)c(C#N)c1-c1cccs1
 : -2.1	-15.9	14.7	8.2	37.3	20.8	5.5	-5.2	27.5	7.8	2.4
- CCOC(=O)c1cccc(NC(=O)CSc2nnc(-c3ccoc3C)n2CC)c1
 : 4.0	-1.9	10.3	-3.7	2.3	4.1	-15.1	6.2	-0.6	0.7	-1.9
- COc1ccc([C@H]2C[C@H](n3cc(COC(=O)c4ccccc4)nn3)[C@@H](O)CN2CC2CCCCC2)cc1
 : /	-19.2	11.9	-6.3	-18.7	4.1	7.6	/	-18.5	5.5	0.8
- OCCC1CN(Cc2cc3c(cc2Cl)OCO3)CCN1Cc1ccccc1 (centres undefined)
 : 3.5	-8.8	16.2	-11.9	5.2	6.6	-1.7	-8.0	-22.7	0.9	0.6
- CC(C)c1ccc(/C=N/NC(=O)c2ccc(-n3cnnn3)cc2)cc1
 : /	2.2	-6.1	1.1	4.7	-8.5	19.9	-8.1	3.4	20.7	0.1
- CCNc1nc(N2CCCCC2)nc(-n2nnc(C(=O)OCC)c2C)n1
 : -4.4	6.6	6.7	17.6	14.9	-5.5	-19.8	-1.4	-24.8	6.9	2.7
- N=c1c2c(-c3ccccc3)c(-c3ccccc3)n(Cc3ccccc3)c2ncn1CCO
 : -2.1	-9.9	34.3	-3.1	98.5*	16.3	7.8	26.0	-8.9	-59.9	-3.8
- Cc1ccc(C(=O)/C=C/C(=O)O)cc1
 : 4.0	-11.9	5.5	-1.9	8.4	7.9	7.1	-9.4	35.9	2.8	-1.2
- Cc1nn(CC(=O)N2CCCC2)c(=O)c2nn(-c3ccccc3)c(C)c12
 : -1.1	4.0	4.3	-4.0	-2.2	1.6	-1.8	-0.5	-11.5	1.2	-0.2
- COC(=O)CN1C(=O)Nc2ccc(C)cc2C1c1ccccc1 (centres undefined)
 : -1.6	5.3	5.6	-13.4	20.4	5.6	-7.3	-4.4	-15.9	6.6	1.3
- O=C(CN1c2ccccc2Sc2ccccc21)NNC(=O)Nc1ccc(Cl)c(Cl)c1
 : 1.2	16.8	-6.6	17.9	24.5	1.6	-10.1	-3.6	-5.5	-3.0	0.9
- CCOC(=O)c1sc2c(c1C)c(=O)n(CCO)c(=O)n2Cc1ccccc1
 : 0.1	1.7	2.5	8.7	13.0	-11.0	3.5	-8.7	-11.9	9.4	0.6
- O=C1NC[C@H](Cc2ccc(O)cc2)N(C[C@H]2CCCN2C[C@H](Cc2ccccc2)N2C[C@H](Cc3ccccc3)N(CCc3ccccc3)C(=O)C2=O)C1=O
 : /	7.8	0.2	-21.6	-4.3	-7.5	7.1	/	5.8	/	0.3
- CCOc1ccc(C(=O)Nc2cccc3nsnc23)cc1[N+](=O)[O-]
 : 0.8	2.5	-3.1	-5.3	-8.2	17.0	0.2	-10.8	-18.3	4.1	-2.0
- O=C(CCCC(=O)OCC(Cl)=C(Cl)Cl)Nc1ccccc1F
 : 0.7	6.2	7.7	17.9	14.5	-9.7	-10.4	-3.0	-21.9	5.9	3.2
- COCCNC(=O)C1=NOC(Cn2cc(C#N)c(=O)n(C)c2=O)C1 (centres undefined)
 : 3.1	0.1	-1.8	8.7	1.9	10.2	-3.6	2.5	10.3	1.6	1.4
- Cc1nc(-c2ccc([N+](=O)[O-])cc2)nc2[nH]ccc(=O)c12
 : /	13.9	-304.4	-75.3	-295.6	-29.7	-0.4	-103.1	-70.3	-24.8	1.1
- NC(=O)c1ccc(NC(=O)COC(=O)CCN2C(=O)c3ccccc3C2=O)cc1
 : /	-3.7	10.4	-6.1	2.4	-19.5	2.3	-6.5	10.0	4.1	2.3
- CCOC(=O)CSc1nc2nc(Cl)c(Cl)nc2[nH]1
 : /	19.7	-164.2	-14.6	-135.2	-0.2	-17.2	/	-138.7	-8.1	1.7
- CN(C)S(=O)(=O)c1ccc(C(=O)Nc2cccc(S(=O)(=O)NC3=NCCC3)c2)cc1
 : 6.4	-1.4	10.5	13.7	13.8	0.6	1.9	-6.2	-19.1	-7.6	-0.3
- O=C(Nc1ncccn1)c1ccc([N+](=O)[O-])cc1[N+](=O)[O-]
 : 0.5	2.6	12.4	10.8	-5.3	-3.5	-7.6	7.6	-4.3	-5.4	0.2
- Cc1c(C(=O)Nc2ccc(-c3nnc4n3CCCCC4)cc2)oc2ccc(Br)cc12
 : -0.2	2.6	-45.8	16.0	7.6	-26.1	5.1	-9.6	-20.9	23.8	-2.0
- COc1ccc(-c2c(C#Cc3ccsc3)c3cc(-c4ccc5[nH]ccc5c4)ccc3n2C)cc1
 : -0.2	13.3	4.2	22.8	12.4	-0.3	16.1	2.4	7.2	-5.5	-1.4
- COc1ccc(N2CCN(C(=O)COc3ccc(S(=O)(=O)N4CCOCC4)cc3C)CC2)cc1
 : -0.2	-7.5	20.2	19.4	1.2	5.9	6.3	-3.7	4.9	4.4	-0.4
- O=C(COC(=O)c1cc(Br)ccc1O)Nc1cc(S(=O)(=O)N2CCCC2)ccc1Cl
 : /	-3.0	10.1	-1.7	-120.1	13.6	-9.0	3.1	-0.3	5.9	-1.6
- COCCNC(=O)C1(C)CCCN(C(=O)c2cc(C)on2)C1 (centres undefined)
 : /	-8.9	6.3	-23.7	0.3	-3.0	-7.5	/	-5.1	/	-0.5
- CCN(CC)S(=O)(=O)c1ccc2oc(Nc3ccccc3)nc2c1
 : 0.0	2.7	-210.6	-18.7	-282.9	-1.0	7.9	-43.9	-97.3	-67.9	0.4
- Cc1ccc(C(=O)NCCCNc2ccc(C(F)(F)F)cc2[N+](=O)[O-])cc1
 : 1.9	-9.5	17.3	-5.1	13.9	-2.8	-14.7	1.7	3.6	2.4	2.0
- COc1ccc(/C=N/N=C2/NC(=O)C(CC(=O)O)S2)cc1OS(=O)(=O)c1ccccc1 (centres undefined)
 : 2.1	-0.8	9.9	-18.8	2.4	0.1	-5.2	-1.5	7.9	-1.2	-1.6
- CCOC(=O)N1CCN(C(=O)CCS(=O)(=O)c2ccc(Br)s2)CC1
 : 5.1	5.1	-8.8	-11.0	-50.4	-23.0	-6.4	8.7	21.9	-1.4	4.0
- CCN(C(=O)COC(=O)c1cccc(C)c1[N+](=O)[O-])c1c(N)n(Cc2ccccc2)c(=O)[nH]c1=O
 : /	-9.4	10.9	0.0	-14.3	11.6	-16.1	-3.7	8.8	-0.8	0.7
- Cc1ccc2c(=O)cc(C(=O)NCCc3ccc(S(N)(=O)=O)cc3)oc2c1C
 : 2.1	2.1	12.2	-12.9	4.8	-2.0	4.5	8.5	-31.2	1.5	-0.4
- CCCc1nc(SCC(=O)O)c2sc(=S)n(-c3ccccc3)c2n1
 : 0.0	-19.6	18.8	-13.1	5.7	10.1	-7.4	-2.2	-27.8	4.9	0.1
- CC1Cc2ccccc2N1S(=O)(=O)c1c(N)n(C)c(=O)n(C)c1=O (centres undefined)
 : 0.2	2.2	12.3	-3.3	16.8	-7.0	-6.4	15.2	-3.3	-12.2	2.8
- Cc1cc(NC(=O)c2ccc(Cn3cc([N+](=O)[O-])cn3)o2)no1
 : /	1.9	2.3	5.5	22.3	1.2	-18.1	0.6	-25.0	0.9	-0.4

# These rows are one share of the data, so the mix of outcomes need not match the whole.
